IDH1 R132H inh: human IDH1 R132H inhibition; O75874; IDH1-R132H enzyme, NADPH consumption, diaphorase/resazurin fluorescence; Potency, µM (titrated, usually from 76.6 µM), inactives show at the highest dose activity change, negative = inhibition, most hits filed as inhibitors; 0.093% of 390,000 active; AID 602179; also: potency is read from the fitted curve at half-maximal effect; % is scaled to controls: 0 for no effect and ±100 for the full control effect; nearly all actives have a fitted effect of over 65% in size
Target sequence (O75874 whole entry R132H, stated change not applied): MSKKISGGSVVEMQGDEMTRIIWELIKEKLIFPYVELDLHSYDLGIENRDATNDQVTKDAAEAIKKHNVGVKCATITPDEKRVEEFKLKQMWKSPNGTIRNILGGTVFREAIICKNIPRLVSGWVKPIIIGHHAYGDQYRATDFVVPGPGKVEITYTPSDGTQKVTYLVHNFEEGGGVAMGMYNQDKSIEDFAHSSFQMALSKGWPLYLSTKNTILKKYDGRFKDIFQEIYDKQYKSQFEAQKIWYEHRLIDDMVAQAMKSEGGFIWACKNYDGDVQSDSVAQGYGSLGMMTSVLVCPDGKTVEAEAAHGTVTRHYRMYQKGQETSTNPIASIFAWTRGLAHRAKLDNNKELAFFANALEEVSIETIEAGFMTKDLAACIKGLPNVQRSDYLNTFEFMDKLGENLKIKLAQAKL
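IDH1-R132H (0.5 ug/mL dispensed) in pH 7.5 Tris buffer was preincubated 30 min with compound, then given a substrate mix of 0.016 mM NADPH and 2 mM alpha-KG for 80 min at room temperature; remaining NADPH was read by diaphorase/resazurin fluorescence.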
TrxR1 substrate: is turned over as a substrate by rat TrxR1 | purified TrxR1 substrate turnover, NADPH consumption readout | Potency, µM (doses to about 114 µM), for inactives: at the top dose activity change, negative = substrate turnover | 0.01% of 390,000 active | AID 588456; also: potency is read from the fitted curve at half-maximal effect; % is scaled to controls: 0 for no effect and ±100 for the full control effect; nearly all actives have a fitted effect of over 50% in size
Target sequence (O89049 whole entry, looked up): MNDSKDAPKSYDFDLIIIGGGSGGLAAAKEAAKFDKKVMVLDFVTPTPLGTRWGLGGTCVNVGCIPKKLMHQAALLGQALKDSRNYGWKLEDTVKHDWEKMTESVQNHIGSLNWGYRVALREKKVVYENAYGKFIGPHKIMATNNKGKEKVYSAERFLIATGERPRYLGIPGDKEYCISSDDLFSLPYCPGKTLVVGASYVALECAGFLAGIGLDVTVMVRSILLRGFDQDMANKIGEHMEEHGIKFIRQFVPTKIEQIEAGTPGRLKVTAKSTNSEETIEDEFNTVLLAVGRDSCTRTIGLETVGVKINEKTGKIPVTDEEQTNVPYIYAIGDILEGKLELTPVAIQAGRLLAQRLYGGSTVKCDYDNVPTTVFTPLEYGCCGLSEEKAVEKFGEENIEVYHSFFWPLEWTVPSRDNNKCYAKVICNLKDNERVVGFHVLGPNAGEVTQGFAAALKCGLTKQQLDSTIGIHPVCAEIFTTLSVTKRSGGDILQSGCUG
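Rat TrxR1, dispensed at 90 nM, was prereduced with 400 uM NADPH (final) for 5 min at ~22 deg C, then incubated with compound 15 min before 400 uM selenite. A first-read NADPH fluorescence drop versus no-compound background flagged substrates.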
Vif-A3F inh: Vif-A3F binding inhibition; 0.2% of 390,000 active; Potency, µM (series often up to 46.1 µM), for inactives: at the top dose activity, negative = active; AID 602313; HeLa A3F-eYFP + Vif (tagged APOBEC3F with the HIV-1 protein that degrades it), YFP fluorescence increase; also: potency is read from the fitted curve at half-maximal effect; % of control where 0% means no effect; nearly all actives have a fitted effect of over 65% in size
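HeLa cells stably expressing Vif plus C-terminally eYFP-tagged A3F were seeded, incubated overnight at 37 deg C, dosed with compound, incubated overnight again at 37 deg C. Yellow fluorescence (Ex 488/Em 500-530) reported blocked Vif-mediated A3F-eYFP degradation.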
USP1-UAF1 inh: USP1/UAF1 (human) deubiquitinase inhibition | 0.23% of 390,000 active | Potency, µM (doses to about 57.1 µM), without a hit: at the top dose activity change, negative = inhibition, usual class: inhibitors | recombinant USP1/UAF1, Ub-Rhodamine cleavage fluorescence; also: potency is read from the fitted curve at half-maximal effect; % is scaled to controls: 0 for no effect and ±100 for the full control effect; nearly all actives have a fitted effect of over 60% in size; inactives centre near -12
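USP1/UAF1 complex at 1 nM was preincubated with compound for 15 min at room temperature, then Ub-Rho substrate (150nM final) was added. Fluorescence (480/540 nm) was read kinetically, 6 reads every 60 seconds.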
LDHA block: LDHA (human) enzyme inhibition; activity change, % (values are at about 110 or 230 µM); P00338; purified LDHA, NADH/diaphorase-resazurin fluorescence; active compounds read low; AID 1347041; 0.15% of 480,000 active; in the data active = activity change below about -30%; inconclusive = mostly about -25% to -30%;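 also: plate controls were DMSO wells for no effect and wells without enzyme for full effect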
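Human LDH5 at 2 nM final in Tris HCl pH 7.4 with 0.06 mM NADH and 0.2 mM pyruvate, reacted 5 minutes at room temperature. Remaining NADH coupled via diaphorase/resazurin; resorufin fluorescence read at 0 and 20 minutes, normalized to enzyme-free and DMSO wells.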
RXFP1 agonist: activates the human relaxin receptor RXFP1; HEK293T-RXFP1 cAMP TR-FRET, 30 min; response scale: percent of porcine relaxin response, buffer zero; 0.3% of 370,000 active; Potency, µM (doses to about 57.5 µM), for inactives: top-dose activation, most hits filed as activators; Q9HBX9; also: potency is read from the fitted curve at half-maximal effect; % is scaled to controls: 0 for no effect and ±100 for the full control effect; nearly all actives have a fitted effect of over 60% in size; many of its hits are not listed in these tables
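HEK293 cells stably expressing RXFP1, treated 30 min at 37C with compounds plus PDE4 inhibitor Ro 20174; cAMP measured by HTRF TR-FRET. Normalized to buffer and 29 nM porcine relaxin; EC50 by Hill fit.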
Glioma ERSR ind: inducers of ER stress response in human glioma cells. U87-MG GRP78 promoter luciferase reporter, 16 h. Potency, µM, for inactives: at the highest dose activation, actives largely listed as activators. 0.02% of 420,000 active; also: potency is read from the fitted curve at half-maximal effect; series mostly up to about 76 µM; % of control where 0% means no effect; nearly all actives have a fitted effect of over 35% in size
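Stably transfected U87-MG human glioma cells carrying a GRP78-based luminescent sensor were seeded at 1000 cells/well, pin-dosed with compounds and incubated 16 h. Luciferase reagent was then added, and end-point luminescence was read after 10 min at room temperature.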
PI4K2A inh: PI4K2A (human) kinase inhibition | Q9BTU6 | purified PI4K2A, ADP-Glo luminescence, 1 h; active compounds read low | activity change, negative = inhibition, % at 76.9 µM | 0.13% of 420,000 active; in the data active = activity change below about -50%; inconclusive = mostly about -30% to -49%;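 also: -100% = wells without enzyme as full effect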
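ADP-Glo luminescence measured ADP generated by PI4K2A enzyme (4 ug/mL before mixing) with 1.2 mM PI substrate (pre-mix) and 300 microM ATP (pre-mix). Tris pH7.5 buffer with MgCl2, Triton X-100; 1 h reaction at ambient temperature.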
Vif-APOBEC3G blk: Vif-A3G binding inhibition | HeLa A3G-eYFP + Vif (tagged APOBEC3G with the HIV-1 protein that degrades it), YFP fluorescence, overnight | 0.076% of 410,000 active | Q9HC16 | Potency, µM (titrated, usually from 46.1 µM), without a hit: at the top dose activity, negative = active, most hits filed as inhibitors;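 also: potency is read from the fitted curve at half-maximal effect; % is scaled to controls: 0 for no effect and ±100 for the full control effect; nearly all actives have a fitted effect of over 60% in size; hits raise eYFP signal because A3G escapes Vif-driven loss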
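Read-out is eYFP fluorescence (Ex 488/Em 500-530) from Vif-expressing HeLa A3G-eYFP cells; more signal means A3G escaped Vif-mediated degradation. Cells plated overnight, compound pinned in, incubated overnight at 37 deg C.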
* = called active by the depositor; ? = inconclusive; · = no result given; & = joins results of further samples; [ ] = another dose, or the depositor's remark. Unless noted, calls follow the shape of the dose curve; as a rule, active = well fitted curve in the direction sought with a large enough effect; inconclusive = small, poorly fitted or top-dose-only effect, or another doubt; inactive = no such curve, though single readings can be large; an effect the other way counts as inactive or inconclusive. Only part of the results is shown, so the mix of outcomes need not match the whole.

1) O=C(CCC1=NS(=O)(=O)c2ccccc2N1)NC1CCCCCCC1
2) NC(=O)CC(NC(=O)Cc1ccc(Br)cc1)c1ccc(NCCc2ccc(F)cc2)c([N+](=O)[O-])c1 (configuration not stated)
3) Cc1ccc(S(=O)(=O)N(C)c2ccc3sc(C)nc3c2)cc1
4) Cc1ccc(-c2nc(CS(=O)CC(=O)NCc3ccc4c(c3)OCO4)c(C)o2)cc1 (configuration not stated)
5) COc1ccc(C(=O)C[n+]2cc(Br)cc3ccccc32)cc1
6) COC1=C(Nc2ccccc2)C(=O)C(OC)=C(Nc2ccccc2)C1=O
7) O=C(CNC(=O)c1ccc(Cl)cc1Cl)OCN1C(=O)c2ccccc2C1=O
8) O=C(Cn1c(=O)nc(-c2ccccc2)c2ccccc21)NCCCc1ccccc1

assay / compound	1	2	3	4	5	6	7	8
IDH1 R132H inh	-1%	11%	2%	-11%	·	7%	-10%	-8%
TrxR1 substrate	-2%	4%[57.1 µM]	-1%	4%[57.1 µM]	-11%	-9%[57.1 µM]	-14%[57.1 µM]	2%
Vif-A3F inh	-13%	2%	-9%	-5%	·	-2%	10%	0%
USP1-UAF1 inh	-1%	-26%	-26%	-5%	·	-3%	2%	?
LDHA block	-2	-7	-1	-1	1	12	-5	-3
RXFP1 agonist	1.8%	0.0%	0.0%	0.5%	·	·	3.6%	1.5%
Glioma ERSR ind	2%	-6%	-3%	-3%	0%	0%	-1%	-3%
PI4K2A inh	2	3	-3	0	·	-3	0	-7
Vif-APOBEC3G blk	0%	-15%	?	-2%	?	2%	-1%	-3%

9) O=C(N/N=C/c1ccc(F)cc1)c1sccc1OCc1ccc(F)cc1
10) CSC1=C(C#N)C(c2ccc(C)s2)CC(=O)N1 (configuration not stated)
11) Cc1cccc(OCC(=O)Nc2cc(NC(=O)COc3cccc(C)c3C)cc(C(=O)O)c2)c1C
12) COC(=O)c1c(-c2ccc(Cl)cc2)noc1N1CCN(c2cc(C)ccc2C)CC1
13) CCc1ccc(N(CC)C(=O)c2cc3c(=O)oc4ccc(C)cc4c3s2)cc1
14) COc1ccc(S(=O)(=O)N(CC(=O)NCc2ccccn2)c2ccc(Cl)cc2)cc1
15) NC(=O)C1CCN(c2ncnc3c2cnn3-c2cccc(Cl)c2)CC1
16) Cc1ccc(NC(=O)c2c(F)cccc2Cl)cc1NS(C)(=O)=O

assay / compound	9	10	11	12	13	14	15	16
IDH1 R132H inh	-3%	-3%	-3%	-4%	-6%	-1%	-6%	4%
TrxR1 substrate	6%[57.1 µM]	1%	-4%	-6%[57.1 µM]	6%	-4%	-9%[57.1 µM]	-4%[57.1 µM]
Vif-A3F inh	-2%	-1%	0%	2%	-3%	-16%	1%	5%
USP1-UAF1 inh	-8%	-14%	-11%	4%	-28%	-5%	-14%	-6%
LDHA block	-6	1	-4	-11	-1	2	-3	-7
RXFP1 agonist	3.8%	-0.5%	4.6%	12%	1.7%	2.1%	6.1%	-0.8%
Glioma ERSR ind	0%	-3%	3%	-3%	-3%	3%	0%	-4%
PI4K2A inh	1	0	-3	-2	-5	-4	1	-3
Vif-APOBEC3G blk	?	2%	-6%	1%	-2%	0%	0%	-1%

17) COC(=O)c1ccc(Cn2nnc3sc4c(c3c2=O)CCCC4)cc1
18) COc1ccc2[nH]cc(CCN=C(NC(=O)c3ccccc3F)Nc3nc(C)cc(C)n3)c2c1
19) C#CCOCCOCCOCCNc1nc(N2CCN(C(=O)Cn3cc(CC(C)O)nn3)CC2)nc(N2CCN(C(=O)[C@H](C)n3cc(CCCN=C(N)N)nn3)CC2)n1 (some centres not stated)
20) COCCCNc1oc(-c2ccccc2Cl)nc1C#N
21) C=CCOc1ccc(/C=N/NC(=O)C(C)Sc2ccccn2)cc1OC (configuration not stated)
22) COc1ccc(-c2nc(CSCC(=O)NC3CC3)c(C)o2)cc1OC
23) CCN(CC)c1ccc(/C=N/N2CCN(Cc3ccccc3)CC2)cc1
24) O=C1CCCCN1CCc1c[nH]c2ccccc12

assay / compound	17	18	19	20	21	22	23	24
IDH1 R132H inh	·	-1%	-4%[38.3 µM]	6%	2%	-14%	0%	12%
TrxR1 substrate	-1%	-8%	-1%	11%	-8%	13%	4%[11.4 µM]	-4%
Vif-A3F inh	·	9%	9%	2%	-8%	-15%	0%	-9%
USP1-UAF1 inh	-23%	-33%	-15%	-22%	-12%	-5%	-15%	-11%
LDHA block	-7	5	1	13&-4	-2	-4&-2	3	-8
RXFP1 agonist	-3.7%	1.2%	3.9%	4.9%	4.5%	0.3%	0.1%	-0.2%
Glioma ERSR ind	·	-5%	-2%	2%	4%	-10%	-4%	-2%
PI4K2A inh	2	-11	-9	-1	5	7	2	1
Vif-APOBEC3G blk	·	-18%	3%	0%	3%	0%	4%	0%

25) CNC(=O)c1cccc(N2CCCC2=O)c1
26) COc1cccc(OC)c1C(=O)NC(=S)NNC(=O)[C@H]1C[C@@H]1c1ccccc1
27) COc1cccc(NC(=O)CSc2nnc(-c3ccco3)c(-c3ccco3)n2)c1
28) COc1ccc(CN2CC[C@H]3C=CC[C@@H](C(=O)N4CCOCC4)[C@H]3C2=O)cc1OC
29) COC(=O)c1cc(S(=O)(=O)N(C)Cc2ccco2)c[nH]1
30) CN(C)CCCn1c(N)c(S(=O)(=O)c2ccccc2)c2nc3ccccc3nc21
31) O=C(Nc1ccccc1N1CCOCC1)c1cccc(S(=O)(=O)N2CCOCC2)c1
32) COc1cccc(-c2nn(-c3ccc(C)cc3)cc2C(=O)N2CCN(C3CCS(=O)(=O)C3)CC2)c1 (configuration not stated)

assay / compound	25	26	27	28	29	30	31	32
IDH1 R132H inh	-3%	-1%	5%	-7%	-4%	7%	-4%	8%
TrxR1 substrate	5%	1%	-5%	4%&5%	1%	75%[activator][57.1 µM]	-4%	4%
Vif-A3F inh	·	0%	-24%	3%	-20%	-3%	-5%	1%
USP1-UAF1 inh	3%	-8%	-17%	?	-18%	3%	-20%	-12%
LDHA block	-4	-6	22	0	1	-5	0	-2
RXFP1 agonist	2.3%	1.2%	2.8%	·	2.7%	6.0%	-0.2%	1.6%
Glioma ERSR ind	-4%	-2%	-4%	-3%&-5%	-1%	-11%	-1%	-1%
PI4K2A inh	-1	-1	-25	0	-1	-2	1	-8
Vif-APOBEC3G blk	4%	-2%	-4%	-3%&-3%	8%	0%	-9%	-7%

Five records drawn at random from the list so far, as already listed:
14) COc1ccc(S(=O)(=O)N(CC(=O)NCc2ccccn2)c2ccc(Cl)cc2)cc1
30) CN(C)CCCn1c(N)c(S(=O)(=O)c2ccccc2)c2nc3ccccc3nc21
22) COc1ccc(-c2nc(CSCC(=O)NC3CC3)c(C)o2)cc1OC
11) Cc1cccc(OCC(=O)Nc2cc(NC(=O)COc3cccc(C)c3C)cc(C(=O)O)c2)c1C
23) CCN(CC)c1ccc(/C=N/N2CCN(Cc3ccccc3)CC2)cc1

assay / compound	14	30	22	11	23
IDH1 R132H inh	-1%	7%	-14%	-3%	0%
TrxR1 substrate	-4%	75%[activator][57.1 µM]	13%	-4%	4%[11.4 µM]
Vif-A3F inh	-16%	-3%	-15%	0%	0%
USP1-UAF1 inh	-5%	3%	-5%	-11%	-15%
LDHA block	2	-5	-4&-2	-4	3
RXFP1 agonist	2.1%	6.0%	0.3%	4.6%	0.1%
Glioma ERSR ind	3%	-11%	-10%	3%	-4%
PI4K2A inh	-4	-2	7	-3	2
Vif-APOBEC3G blk	0%	0%	0%	-6%	4%

Remaining list, next part
33) COC(=O)c1c(NC(=O)C2CCCCC2)sc2c1CC(C)(C)NC2(C)C
34) CC(C)NC(=O)Nc1cccc2c1O[C@H](CN(C)C(=O)Nc1ccc(C(F)(F)F)cc1)[C@@H](C)CN([C@H](C)CO)C2=O
35) COc1ccc(C(CNC(=O)Cc2ccccc2)N2CCCCC2)cc1 (configuration not stated)
36) COc1ccc(/C=C/C(=O)NCC(=O)N/N=C/c2cc(Br)ccc2OCc2ccccc2)cc1
37) Cc1cc(C)n(Cc2nc3ccccc3n2C)n1
38) Clc1ccc(OCc2nn3c(C4CCCCC4)nnc3s2)c(Cl)c1

assay / compound	33	34	35	36	37	38
IDH1 R132H inh	-4%	-14%	2%	2%	-5%	-1%
TrxR1 substrate	-1%	2%	-8%	-10%	-5%	4%[0.457 µM]
Vif-A3F inh	0%	-2%	-1%	0%	-11%	-9%
USP1-UAF1 inh	-9%	?	-5%	-11%	-1%	-13%
LDHA block	-3	-1	-5	1	0	3
RXFP1 agonist	-3.6%	·	1.8%	3.0%	-0.5%	?
Glioma ERSR ind	-4%	-2%	-3%	-2%	-2%	-5%
PI4K2A inh	3	-1	0	-1	-4	0
Vif-APOBEC3G blk	2%	-4%	-1%	-5%	2%	0%

Compound activity from PubChem.
